PLK1 kinase inh – blocks human PLK1 kinase activity; P53350; recombinant PLK1 kinase, TR-FRET peptide phosphorylation; inhibition, % at 10 µM; 97,000 compounds, 0.53% hits; AID 619;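 active = inhibition of 50% or more in the single-concentration screen; inactive = inhibition below 50%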;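 also: 0% = DMSO max control and 100% = H-89 dihydrochloride min control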
Target sequence (P53350 whole entry, looked up): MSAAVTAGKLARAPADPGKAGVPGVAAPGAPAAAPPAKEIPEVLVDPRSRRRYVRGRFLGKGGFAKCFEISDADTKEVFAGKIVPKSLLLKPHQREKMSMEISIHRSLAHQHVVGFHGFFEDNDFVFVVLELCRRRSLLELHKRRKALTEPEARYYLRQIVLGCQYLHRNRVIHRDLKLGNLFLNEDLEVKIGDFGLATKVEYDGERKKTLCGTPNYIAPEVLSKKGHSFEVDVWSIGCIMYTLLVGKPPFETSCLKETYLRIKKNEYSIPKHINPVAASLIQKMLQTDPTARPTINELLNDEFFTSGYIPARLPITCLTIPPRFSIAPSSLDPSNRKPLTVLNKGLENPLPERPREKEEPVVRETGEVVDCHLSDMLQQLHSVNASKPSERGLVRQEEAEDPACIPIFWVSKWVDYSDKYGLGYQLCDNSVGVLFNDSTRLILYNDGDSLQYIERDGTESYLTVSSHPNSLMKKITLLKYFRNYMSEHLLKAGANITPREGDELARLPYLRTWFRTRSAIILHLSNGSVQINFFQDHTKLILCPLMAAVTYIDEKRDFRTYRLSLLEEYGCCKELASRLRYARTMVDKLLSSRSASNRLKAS
CYP2C9 act – increases human cytochrome P450 2C9 activity. recombinant CYP2C9, luciferin-H conversion, luminescence; active compounds read high; factor 1 = untreated enzyme, 0 = blocked. activation factor at 5 µM. 96,000 compounds, 1.4% hits;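 active = activation factor of 2 or more for CYP2C9 at a 5 µM dose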;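 also: 0 = sulfaphenazole-blocked wells and 1 = vehicle-only wells; values of inactives mirror those of a sister screen read the other way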
CYP2C19 act – increases human CYP2C19 enzyme activity. activation factor at 5 µM. 96,000 tested, under 10 active. recombinant CYP2C19, luciferin-H EGE luminescence; active compounds read high; 0 = fully inhibited enzyme, 1 = untreated enzyme. AID 1025. P33261;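 active = activation factor of at least 2 at 5 µM in the primary screen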;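 also: 0 = wells with 2.5 mM tranylcypromine and 1 = vehicle-only wells; values of inactives mirror those of a sister screen read the other way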
PLAP activator – activates human placental alkaline phosphatase; purified PLAP enzyme, luminescent substrate read-out; active compounds read high; activation fold at 20 µM; 96,000 compounds, 1.2% hits; AID 696; in the data active = activation fold above about 2
EphB4 ephrin blk – antagonists of human EphB4-ephrin-B2 interaction. inhibition, % at 7 µM. 97,000 compounds, 0.15% hits. EphB4 LBD / TNYL-RAW-Alexa532 peptide, fluorescence polarization;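 active = inhibition above the screen-wide mean inhibition plus 3 SD, cut at about 15% in these data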;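 also: 0% = DMSO wells and 100% = excess unlabeled TNYL-RAW peptide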
CYP2C19 inh – human CYP2C19 inhibition; P33261; AID 778; CYP2C19 Supersomes, luciferin-H EGE luminescence, 30 min; inhibition, % at 5 µM; 96,000 compounds, 21% hits;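 active = CYP2C19 inhibition above a set limit at 5 µM in the primary screen, cut at about 50% in these data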;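 also: plate controls were negative control wells for no effect and 2.5 mM tranylcypromine positive control for full effect; values of inactives mirror those of a sister screen read the other way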
CYP2C9 inh – inhibitors of human CYP2C9 | P11712 | CYP2C9 Supersomes, luciferin-H conversion, luminescence | inhibition, % at 5 µM | 96,000 compounds, 20% hits | AID 777;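 active = blocking of liver enzyme CYP2C9 beyond about 50% at 5 µM, limit read from the data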; also: values of inactives mirror those of a sister screen read the other way
Rev-RRE block – HIV Rev-RRE protein-RNA interaction inhibition | Rev peptide-RRE RNA binding, FRET | inhibition, % at 8 µM | 97,000 compounds, 0.79% hits;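 active = inhibition above the screen-wide mean plus 3 SD, cut at about 35% in these data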;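 also: 0% = median DMSO wells and 100% = median Neomycin B control wells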
Target sequence (P05866 whole entry, looked up): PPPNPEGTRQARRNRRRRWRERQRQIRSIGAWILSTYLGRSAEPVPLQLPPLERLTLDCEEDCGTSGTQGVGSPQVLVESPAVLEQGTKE
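Assay system: labelled RRE RNA duplex and labelled Rev peptide / Medium: HEPES pH 7.5 salt buffer with EDTA / Reagent: labelled Rev peptide / Schedule: 5 + 15 min at 25 °C / Signal: FRET, excitation 480 nm, emission 540 nm donor and 671 nm acceptor / Benchmarks: DMSO and neomycin B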
Plk1 PBD FP – Plk1 (human) PBD binding inhibition; Plk1 PBD phosphopeptide binding, fluorescence polarization; inhibition, %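 (tested at about 20 µM)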; 97,000 compounds, 0.13% hits; AID 693; in the data active = inhibition above about 34%, passing the limit was not always enough
* = called active by the depositor.

Results for CCOc1ccccc1N(CC(=O)Nc1ccccc1C(=O)O)S(C)(=O)=O ?
PLK1 kinase inh: -1; CYP2C9 act: 0; CYP2C19 act: 1; PLAP activator: 1.3; EphB4 ephrin blk: 1; CYP2C19 inh: -2; CYP2C9 inh: 97*; Rev-RRE block: 1; Plk1 PBD FP: -34

Results for Cc1cccc(NC(=O)C2(c3ccc([N+](=O)[O-])cc3)CCCC2)c1 ?
PLK1 kinase inh: -8; CYP2C9 act: 0.6; CYP2C19 act: 0.2; PLAP activator: 0.9; EphB4 ephrin blk: 7; CYP2C19 inh: 78*; CYP2C9 inh: 39; Rev-RRE block: 13; Plk1 PBD FP: 13

Results for COc1cccc(-c2nc(-c3ccc(NC(=O)c4cccs4)cc3)no2)c1 ?
PLK1 kinase inh: -13; CYP2C9 act: 0.8; CYP2C19 act: 0.9; PLAP activator: 0.9; EphB4 ephrin blk: -1; CYP2C19 inh: 13; CYP2C9 inh: 18; Rev-RRE block: 1; Plk1 PBD FP: -12

How did CCCCNC(=O)CSc1nc2ccccc2c(=O)n1CC1COc2ccccc2O1 (stereo unspecified) do in these assays?
PLK1 kinase inh: -6; CYP2C9 act: 0.7; CYP2C19 act: 0.3; PLAP activator: 0.9; EphB4 ephrin blk: 0; CYP2C19 inh: 70*; CYP2C9 inh: 32; Rev-RRE block: 10; Plk1 PBD FP: 3

What do the screens show for `CCc1ccc(CCC(=O)Nc2ccc(C(C)=O)cc2)o1`?
PLK1 kinase inh: -12; EphB4 ephrin blk: 3; Rev-RRE block: -3; Plk1 PBD FP: -4

What do the screens show for `Cc1ccc(C(=O)NCc2ccc3c(c2)OCO3)cc1S(=O)(=O)N1CCCCC1`?
PLK1 kinase inh: -2; CYP2C9 act: 0.2; CYP2C19 act: 0.5; PLAP activator: 0.9; EphB4 ephrin blk: 6; CYP2C19 inh: 51*; CYP2C9 inh: 81*; Rev-RRE block: 7; Plk1 PBD FP: 14

How did Cn1c(=O)c2c(nc(CN3CCc4ccccc4C3)n2Cc2ccc(F)cc2)n(C)c1=O do in these assays?
PLK1 kinase inh: 2; EphB4 ephrin blk: 6; Rev-RRE block: 7; Plk1 PBD FP: 16

Results for CCOc1ccc(NC(=O)c2oc3ccccc3c2NC(=O)CC)cc1 ?
PLK1 kinase inh: -2; CYP2C9 act: 1.2; CYP2C19 act: 0.9; PLAP activator: 1; EphB4 ephrin blk: 6; CYP2C19 inh: 9; CYP2C9 inh: -22; Rev-RRE block: 9; Plk1 PBD FP: -8

What do the screens show for `CC(C(N)=O)N1C(=O)C2C3C=CC(C3)C2C1=O` (stereo unspecified)?
PLK1 kinase inh: -11; CYP2C9 act: 1.1; CYP2C19 act: 1.2; PLAP activator: 0.9; EphB4 ephrin blk: -2; CYP2C19 inh: -18; CYP2C9 inh: -15; Rev-RRE block: 5; Plk1 PBD FP: 4

What do the screens show for `Cc1ccc2cc(CN(Cc3ccco3)S(=O)(=O)c3c(C)ccc4nsnc34)c(=O)[nH]c2c1`?
PLK1 kinase inh: -10; CYP2C9 act: 0.1; CYP2C19 act: 0.5; PLAP activator: 1.6; EphB4 ephrin blk: -6; CYP2C19 inh: 54*; CYP2C9 inh: 89*; Rev-RRE block: 1; Plk1 PBD FP: 4

What do the screens show for `CCOC(=O)Cn1c(=O)oc2cc(S(=O)(=O)N3CCc4ccccc43)ccc21`?
PLK1 kinase inh: -2; CYP2C9 act: 0.3; CYP2C19 act: 0.3; PLAP activator: 1.5; EphB4 ephrin blk: 0; CYP2C19 inh: 67*; CYP2C9 inh: 74*; Rev-RRE block: 10; Plk1 PBD FP: -1

What do the screens show for `CC1(C)Cc2c(C#N)c(N3CCN(C(=O)c4ccccc4Cl)CC3)nc(-c3ccco3)c2CS1`?
PLK1 kinase inh: -19; CYP2C9 act: 0.3; CYP2C19 act: 0.8; PLAP activator: 1.4; EphB4 ephrin blk: -2; CYP2C19 inh: 22; CYP2C9 inh: 70*; Rev-RRE block: 51*; Plk1 PBD FP: -12

What do the screens show for `COC(=O)CSc1nnc(-c2cccs2)n1-c1ccc(Cl)cc1`?
PLK1 kinase inh: -16; CYP2C9 act: 0.6; CYP2C19 act: 0.2; PLAP activator: 0.9; EphB4 ephrin blk: -8; CYP2C19 inh: 81*; CYP2C9 inh: 44; Rev-RRE block: 6; Plk1 PBD FP: 12

What do the screens show for `Cc1cc(C)nc(SCc2nnc(SCC(=O)N3CCOCC3)o2)n1`?
PLK1 kinase inh: -12; CYP2C9 act: 0.9; CYP2C19 act: 0.9; PLAP activator: 1.1; EphB4 ephrin blk: -3; CYP2C19 inh: 11; CYP2C9 inh: 9; Rev-RRE block: -1; Plk1 PBD FP: 1

How did COc1ccc(OCc2ccc(C(=O)N3CCOCC3)cc2)cc1 do in these assays?
PLK1 kinase inh: -14; EphB4 ephrin blk: -1; Rev-RRE block: 1; Plk1 PBD FP: -15

What do the screens show for `COc1ccc(-n2ncc3c(NCc4cccs4)ncnc32)cc1`?
PLK1 kinase inh: -9; CYP2C9 act: 0.7; CYP2C19 act: 0.7; PLAP activator: 1; EphB4 ephrin blk: 3; CYP2C19 inh: 32; CYP2C9 inh: 33; Rev-RRE block: 10; Plk1 PBD FP: 21

How did CC(/C=N/NC(=O)c1ccc(Br)cc1)=C\c1ccccc1 do in these assays?
PLK1 kinase inh: -16; CYP2C9 act: 0.7; CYP2C19 act: 1; PLAP activator: 1; EphB4 ephrin blk: -3; CYP2C19 inh: -1; CYP2C9 inh: 30; Rev-RRE block: 4; Plk1 PBD FP: 5

Results for CCOC(=O)C1=C(N)N2C(=O)C(C)SC2=C(C(=O)OCC)C1c1ccccc1 (stereo unspecified) ?
PLK1 kinase inh: -2; EphB4 ephrin blk: 7; Rev-RRE block: 7; Plk1 PBD FP: 17

Results for COC(=O)C1=C(CN2CCCc3ccccc32)NC(=O)NC1c1ccc(F)cc1 (stereo unspecified) ?
CYP2C9 act: 0.6; CYP2C19 act: 0.3; PLAP activator: 1; CYP2C19 inh: 72*; CYP2C9 inh: 42

Results for CC(C)(C)C1CCc2c(sc(NC(=O)CSc3ncn[nH]3)c2C#N)C1 (stereo unspecified) ?
PLK1 kinase inh: -9; EphB4 ephrin blk: 4; Rev-RRE block: 10; Plk1 PBD FP: -11

What do the screens show for `CCN(CC)C(=O)Oc1ccc2c(=O)c(-c3ccc(OC)cc3)coc2c1`?
PLK1 kinase inh: -7; CYP2C9 act: 0.9; CYP2C19 act: 0.9; PLAP activator: 1.1; EphB4 ephrin blk: -1; CYP2C19 inh: 11; CYP2C9 inh: 14; Rev-RRE block: 3; Plk1 PBD FP: -9

What do the screens show for `CCCCNC(=O)c1cc(-c2ccc(OC)c(OC)c2)on1`?
PLK1 kinase inh: -3; CYP2C9 act: 1.2; CYP2C19 act: 0.9; PLAP activator: 1.1; EphB4 ephrin blk: -7; CYP2C19 inh: 11; CYP2C9 inh: -16; Rev-RRE block: -4; Plk1 PBD FP: -24

What do the screens show for `N#CC(C#N)=c1ccc2c(c1)NC1(CCCCC1)N=2`?
PLK1 kinase inh: 2; CYP2C9 act: 0.4; CYP2C19 act: 0.7; PLAP activator: 0.8; EphB4 ephrin blk: 6; CYP2C19 inh: 30; CYP2C9 inh: 56*; Rev-RRE block: -80; Plk1 PBD FP: 36

Results for CCOc1ccccc1NC(=O)CSc1nnc(Cc2cccn2C)n1-c1ccc(F)cc1 ?
PLK1 kinase inh: -19; CYP2C9 act: 0.7; CYP2C19 act: 0.9; PLAP activator: 1.5; EphB4 ephrin blk: 0; CYP2C19 inh: 9; CYP2C9 inh: 28; Rev-RRE block: -3; Plk1 PBD FP: -3

Two entries picked at random from those above, as already listed:
Results for COc1cccc(-c2nc(-c3ccc(NC(=O)c4cccs4)cc3)no2)c1 ?
PLK1 kinase inh: -13; CYP2C9 act: 0.8; CYP2C19 act: 0.9; PLAP activator: 0.9; EphB4 ephrin blk: -1; CYP2C19 inh: 13; CYP2C9 inh: 18; Rev-RRE block: 1; Plk1 PBD FP: -12

What do the screens show for `CCc1ccc(CCC(=O)Nc2ccc(C(C)=O)cc2)o1`?
PLK1 kinase inh: -12; EphB4 ephrin blk: 3; Rev-RRE block: -3; Plk1 PBD FP: -4

(further entries)
Results for Cn1cc(Cl)c(C(=O)Nc2nc3ccccc3s2)n1 ?
PLK1 kinase inh: -7; CYP2C9 act: 1.1; CYP2C19 act: 0.5; PLAP activator: 1.2; EphB4 ephrin blk: -2; CYP2C19 inh: 54*; CYP2C9 inh: -6; Rev-RRE block: -2; Plk1 PBD FP: 4

How did COCCNC(=O)COC(=O)CSCc1nc2ccccc2s1 do in these assays?
PLK1 kinase inh: -13; CYP2C9 act: 1; CYP2C19 act: 0.9; PLAP activator: 1.2; EphB4 ephrin blk: -5; CYP2C19 inh: 9; CYP2C9 inh: 0; Rev-RRE block: 7; Plk1 PBD FP: 19

Results for CC(NC(=O)Cc1cccs1)c1ccc2c(c1)OCO2 (stereo unspecified) ?
PLK1 kinase inh: 2; CYP2C9 act: 0.9; CYP2C19 act: 0.8; PLAP activator: 0.8; EphB4 ephrin blk: 1; CYP2C19 inh: 18; CYP2C9 inh: 10; Rev-RRE block: -3; Plk1 PBD FP: 31

How did CCCS(=O)(=O)N1CCCC(c2nc(-c3cccc(OC)c3)no2)C1 (stereo unspecified) do in these assays?
PLK1 kinase inh: -20; CYP2C9 act: 0.2; CYP2C19 act: 0.2; PLAP activator: 1.7; EphB4 ephrin blk: 7; CYP2C19 inh: 80*; CYP2C9 inh: 77*; Rev-RRE block: 7; Plk1 PBD FP: 7

How did CCN=C1SC(CC(=O)Nc2ccc(N3CCOCC3)cc2)C(=O)N1CC (stereo unspecified) do in these assays?
PLK1 kinase inh: -5; CYP2C9 act: 0.9; CYP2C19 act: 0.8; PLAP activator: 0.9; EphB4 ephrin blk: -4; CYP2C19 inh: 16; CYP2C9 inh: 14; Rev-RRE block: 0; Plk1 PBD FP: 1

How did COc1ccc(-c2nc(-c3ccc(NC(=O)c4ccncc4)cc3)no2)cc1OC do in these assays?
PLK1 kinase inh: -4; CYP2C9 act: 0.7; CYP2C19 act: 1; PLAP activator: 1.4; EphB4 ephrin blk: 0; CYP2C19 inh: 1; CYP2C9 inh: 29; Rev-RRE block: -5; Plk1 PBD FP: -3

Results for COc1ccc(Oc2c(Cl)cnn(-c3ccc(Cl)c(Cl)c3)c2=O)cc1 ?
PLK1 kinase inh: -4; CYP2C9 act: 1; CYP2C19 act: 0.9; PLAP activator: 0.8; EphB4 ephrin blk: -10; CYP2C19 inh: 11; CYP2C9 inh: 1; Rev-RRE block: -3; Plk1 PBD FP: 8

What do the screens show for `Cc1ccc(CCNC(=O)C2CCN(S(=O)(=O)c3c(C)nn(C)c3C)CC2)cc1`?
PLK1 kinase inh: -14; CYP2C9 act: 1.4; CYP2C19 act: 0.8; PLAP activator: 1.1; EphB4 ephrin blk: -4; CYP2C19 inh: 15; CYP2C9 inh: -37; Rev-RRE block: 2; Plk1 PBD FP: 2

How did COC(=O)C1=C(C)NC2=C(C(=O)CCC2)C1c1coc2ccccc2c1=O (stereo unspecified) do in these assays?
CYP2C9 act: 0.9; CYP2C19 act: 0.6; PLAP activator: 0.8; CYP2C19 inh: 39; CYP2C9 inh: 10

Results for O=C(c1ccc(Cl)c(S(=O)(=O)NCc2ccco2)c1)N1CCN(c2ccc(F)cc2)CC1 ?
PLK1 kinase inh: -4; CYP2C9 act: 1; CYP2C19 act: 0.8; PLAP activator: 1; EphB4 ephrin blk: -1; CYP2C19 inh: 24; CYP2C9 inh: 0; Rev-RRE block: 3; Plk1 PBD FP: -17
